Tcruzi prolif – T. cruzi proliferation inhibition; T. cruzi beta-gal in NIH3T3, GalScreen luminescence, 90 h; inhibition, % at 8.34 µM; actives 5.9% (n = 77,000);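 active = mean inhibition above about 93%, with at least 55% of replicates each passing it, limit read from the data, passing the limit was not always enough; inconclusive = only one of those two conditions holds; inactive = neither condition holds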
Pf Dd2 growth – blocks growth of Plasmodium falciparum Dd2 parasites; P. falciparum Dd2 growth, SYBR Green, 72 h; active compounds read low; activity change, % at 10 µM; actives 2.3% (n = 94,000); in the data active = activity change below about -80%; inconclusive = no clear call, values can overlap the other calls
KDM4C inh – inhibitors of human demethylase GASC-1 KDM4C; Q9H3R0; GST-KDM4C 2-372, H3K9me3 peptide, LANCE TR-FRET; inhibition, % at 12.5 µM; actives 0.15% (n = 96,000);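 active = mean replicate inhibition above about 25%, with at least 55% of replicates also reaching it, limit read from the data, passing the limit was not always enough; inconclusive = only one of those two conditions met; inactive = neither condition met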
Target sequence (Q9H3R0 2-372 limits assumed): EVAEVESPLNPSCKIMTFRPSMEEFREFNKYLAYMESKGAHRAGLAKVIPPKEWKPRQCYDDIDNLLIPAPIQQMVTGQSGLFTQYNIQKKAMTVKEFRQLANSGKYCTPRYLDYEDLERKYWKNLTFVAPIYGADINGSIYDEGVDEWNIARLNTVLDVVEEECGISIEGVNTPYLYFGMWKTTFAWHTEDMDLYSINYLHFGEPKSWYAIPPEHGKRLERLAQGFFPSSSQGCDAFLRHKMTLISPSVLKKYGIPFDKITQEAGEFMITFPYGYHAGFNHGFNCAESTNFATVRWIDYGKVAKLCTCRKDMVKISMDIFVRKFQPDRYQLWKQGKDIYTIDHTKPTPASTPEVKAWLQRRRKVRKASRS
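reagent = H3K9me3 peptide substrate, Fe(II), 2-oxoglutarate | system = GST-tagged GASC-1 (JMJD2C) catalytic fragment, aa 2-372 | amount = enzyme final amount 10 nM | read-out = Fall in 671/618 emission ratio as inhibition | medium = HEPES buffer, pH 7.5, plus ascorbate | schedule = 30 min reaction, 60 min detection, RT | measured by = LANCE TR-FRET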
C diff HTS – blocks growth of Clostridium difficile | Clostridium difficile clinical isolate growth, OD600, 24 h; active compounds read low | growth activity, negative = inhibition, % at 16 µg/mL (by protocol) | actives 0.25% (n = 86,000) | AID 1259249;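 active = mean growth activity at or below -80% and every replicate also at or below -80%; inconclusive = mean at or below -80% but some replicate above -80%; inactive = mean growth activity above -80%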;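 also: 0% = DMSO wells and -100% = levofloxacin 16 µg/mL wells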
Starred values were filed as active, the others as inactive; ? = inconclusive; . = no result given; & = joins results of further samples. Rows were taken by chance. About 7.2% of those tested had a hit in this group.

SMILES | Tcruzi prolif | Pf Dd2 growth | KDM4C inh | C diff HTS
COc1ccc(C#Cc2ccc3c(c2)[C@H]2[C@H](CCN2S(=O)(=O)c2ccccc2C)[C@@H](CO)N3C)cc1 | 48 | -75 | 0.9 | -6
CNC[C@@H]1Oc2cc(C#CCN(C)C)ccc2S(=O)(=O)N([C@H](C)CO)C[C@@H]1C | -24 | -27 | 5.1 | 10
C[C@H]1CCCCO[C@H](CN(C)C(=O)Nc2cccc3ccccc23)[C@@H](C)CN([C@@H](C)CO)C(=O)c2cc(NC(=O)Nc3ccc4c(c3)OCO4)ccc2O1 | 71 | -46 | -0.4 | -11
CCCN(C)C[C@@H]1OCCCC[C@@H](C)Oc2ccc(NS(C)(=O)=O)cc2C(=O)N([C@H](C)CO)C[C@H]1C | 55 | -37 | 0.8 | 0
Cc1ccc(S(=O)(=O)N(C)C[C@@H]2Oc3c(NC(=O)Nc4ccc5c(c4)OCO5)cccc3C(=O)N([C@H](C)CO)C[C@H]2C)cc1 | 84 | -28 | 3.1 | -7
O=C(CC1CC1)N[C@@H]1CC[C@@H](CCNS(=O)(=O)c2ccc(F)cc2)O[C@H]1CO | -16 | 4 | -0.7 | -5
COc1ccc(S(=O)(=O)N(C)C[C@H]2Oc3c(NC(=O)Nc4ccc5c(c4)OCO5)cccc3C(=O)N([C@@H](C)CO)C[C@H]2C)cc1 | 1 | -86* | -0.5 | -4
C[C@@H]1CN([C@@H](C)CO)S(=O)(=O)c2ccc(-c3ccccc3F)cc2O[C@H]1CN(C)C | 114* | -18 | 2.2 | 4
CCC(=O)N1CC(=O)N2[C@H](C1)[C@H](c1ccc(C#CCC(C)C)cc1)[C@@H]2CO | . | -49 | -0.7 | -4
C[C@H](O)C#Cc1cnc2c(c1)C(=O)N([C@@H](C)CO)C[C@@H](C)[C@H](CN(C)C(=O)c1ccncc1)O2 | -22 | 29 | 0.0 | -1

Shown with each value named: four of the compounds above.
> CCCN(C)C[C@@H]1OCCCC[C@@H](C)Oc2ccc(NS(C)(=O)=O)cc2C(=O)N([C@H](C)CO)C[C@H]1C
  Tcruzi prolif: 55
  Pf Dd2 growth: -37
  KDM4C inh: 0.8
  C diff HTS: 0

> Cc1ccc(S(=O)(=O)N(C)C[C@@H]2Oc3c(NC(=O)Nc4ccc5c(c4)OCO5)cccc3C(=O)N([C@H](C)CO)C[C@H]2C)cc1
  Tcruzi prolif: 84
  Pf Dd2 growth: -28
  KDM4C inh: 3.1
  C diff HTS: -7

> O=C(CC1CC1)N[C@@H]1CC[C@@H](CCNS(=O)(=O)c2ccc(F)cc2)O[C@H]1CO
  Tcruzi prolif: -16
  Pf Dd2 growth: 4
  KDM4C inh: -0.7
  C diff HTS: -5

> COc1ccc(S(=O)(=O)N(C)C[C@H]2Oc3c(NC(=O)Nc4ccc5c(c4)OCO5)cccc3C(=O)N([C@@H](C)CO)C[C@H]2C)cc1
  Tcruzi prolif: 1
  Pf Dd2 growth: -86*
  KDM4C inh: -0.5
  C diff HTS: -4

The listing continues:
SMILES | Tcruzi prolif | Pf Dd2 growth | KDM4C inh | C diff HTS
C[C@H](CO)N1C[C@H](C)[C@@H](CN(C)C(=O)C2CC2)Oc2ncc(C#CC(C)(C)O)cc2C1=O | 8 | 23 | 2.0 | 0
N#C[C@H]1[C@H](c2ccccc2C2=CCCCC2)[C@H](CO)N1C(=O)NC1CCCC1 | . | 29 | 0.7 | -8
C[C@@H]1CN([C@H](C)CO)C(=O)c2cc(NC(=O)CCCN(C)C)ccc2O[C@@H](C)CCCCO[C@@H]1CN(C)S(=O)(=O)c1ccc(F)cc1 | -31 | -28 | 2.4 | -4
C[C@@H]1CN([C@@H](C)CO)S(=O)(=O)c2ccc(C3=CCCCC3)cc2O[C@H]1CN(C)C(=O)Cc1ccncc1 | 81 | -72 | -1.3 | -2
COc1ccccc1S(=O)(=O)N1CC[C@H]2[C@H](CO)Nc3ccc(-c4cccc(C#N)c4)cc3[C@H]21 | 84 | -3 | -0.4 | -3
COc1ccc2c3c(n(C)c2c1)[C@@H](CO)N(Cc1ccc2c(c1)OCO2)CC31CCN(C)CC1 | . | -32 | 1.3 | -3
Cc1ccccc1-c1ccc([C@H]2[C@H](CO)N3CCCCN(C(=O)Nc4ccccc4)C[C@@H]23)cc1 | 94 | 2 | -1.2 | 20
O=C(Cc1ccncc1)N1CC[C@@H]2[C@H]1c1cc(-c3cccc(F)c3)ccc1N[C@@H]2CO | 118* | -71 | -0.7 | -3
COc1ccc(CN(C)C[C@@H]2OCCCC[C@H](C)Oc3ccc(NC(=O)Nc4ccc(C(F)(F)F)cc4)cc3C(=O)N([C@@H](C)CO)C[C@@H]2C)cc1 | 96 | -87* | . | -15
C[C@@H]1CN([C@@H](C)CO)C(=O)c2cc(Br)cnc2O[C@H]1CN(C)Cc1cccc(F)c1 | -13&-1 | -7&-4 | -0.8 | 4&6
COc1ccc(S(=O)(=O)Nc2ccc3c(c2)C(=O)N([C@@H](C)CO)C[C@@H](C)[C@H](CN(C)C(=O)Nc2ccc(C(F)(F)F)cc2)O3)cc1 | 14 | 14 | -0.8 | -5
C[C@@H]1CN([C@H](C)CO)C(=O)Cc2cc(NC(=O)CCCCCC(=O)Nc3ccccc3N)ccc2O[C@H]1CN(C)Cc1ccc(C(F)(F)F)cc1 | 57 | -48 | -0.6 | -4
O=C1CNC[C@@H]2[C@H](c3ccc(C4=CCCC4)cc3)[C@@H](CO)N12 | . | -2 | -0.2 | 1
CCCNC(=O)N1CC2(CCN(C(=O)Nc3cccc(F)c3)CC2)c2c(n(C)c3cc(OC)ccc23)[C@@H]1CO | . | -56 | -1.6 | 20
COc1ccc(NC(=O)N2C[C@@H](O)COC[C@@H]3O[C@@H](CC(=O)NCc4ccccc4OC)CC[C@H]32)cc1 | 28 | -13 | 1.0 | .
COc1ccc(CN2C[C@@H](O)COC[C@H]3O[C@@H](CC(=O)NCc4ccncn4)CC[C@@H]32)cc1 | 3 | 3 | 0.7 | -3
CCS(=O)(=O)NCC[C@H]1CC[C@H](NS(=O)(=O)c2ccccc2C)[C@H](CO)O1 | 14 | 2 | -0.7 | -2
CC(C)CC#Cc1ccc([C@H]2[C@@H](CO)N3C(=O)CN(C(=O)c4ccccn4)C[C@H]23)cc1 | . | -14 | -1.5 | -12
CC=Cc1ccc2n(c1=O)C[C@@H]1[C@@H](CO)[C@H](C(=O)NC3CCC3)[C@H]2N1Cc1ccccc1 (mixture of isomers) | 9 | 4 | -0.5 | 4
C[C@H]1CN([C@@H](C)CO)C(=O)Cc2cc(NS(=O)(=O)c3ccc(Cl)cc3)ccc2O[C@H]1CN(C)CC1CCCCC1 | 63 | -16 | . | -9
O=S(=O)(c1ccccc1F)N1CC[C@H]2[C@H](CO)Nc3ccc(-c4cccc(F)c4)cc3[C@H]21 | 34 | 15 | -1.0 | -2
O=C(c1cnccn1)N1CC[C@@H]2[C@@H](CO)Nc3ccc(-c4cccc(F)c4)cc3[C@@H]21 | 85 | 10 | -3.9 | 0
COc1ccc(CN(C)C[C@H]2OCCCC[C@H](C)Oc3ccc(NS(=O)(=O)c4ccc(Cl)cc4)cc3C(=O)N([C@@H](C)CO)C[C@H]2C)cc1 | 74 | -71 | 16 | -1
CN(C)C(=O)C[C@@H]1C=C[C@H](NC(=O)Nc2cccc(F)c2)[C@H](CO)O1 | -57 | -13 | 0.3 | 1
CCCNC(=O)N[C@H]1CC[C@@H](CCn2cc(C3CC3)nn2)O[C@@H]1CO | . | -15 | 0.8 | 1
CCCNC(=O)N1CC2(C1)[C@H](c1ccccc1)[C@H](CO)N2Cc1cccc(Cl)c1 | . | -7 | 0.3 | 2
COc1ccccc1S(=O)(=O)N[C@H]1C=C[C@@H](CC(=O)NCc2cc(F)cc(F)c2)O[C@H]1CO | -8 | 21 | 0.5 | .
CCc1csc(N2[C@H](C#N)[C@@H](c3ccc(C4=CCCC4)cc3)[C@@H]2CO)n1 | 92 | -38 | -2.0 | 4
C[C@@H]1CN([C@H](C)CO)C(=O)c2cccc(NC(=O)CCCCCC(=O)Nc3ccccc3N)c2O[C@H]1CN(C)S(C)(=O)=O | . | 2 | 0.3 | -3
C[C@@H]1CN([C@@H](C)CO)C(=O)c2cc(NC(=O)c3ccccc3)ccc2O[C@@H](C)CCCCO[C@H]1CN(C)S(=O)(=O)c1ccc(Cl)cc1 | 65 | -84* | -0.3 | 3

Limited to KDM4C inh and Pf Dd2 growth, for two of the compounds above:
| compound | KDM4C inh | Pf Dd2 growth |
| --- | --- | --- |
| C[C@@H]1CN([C@H](C)CO)C(=O)c2cccc(NC(=O)CCCCCC(=O)Nc3ccccc3N)c2O[C@H]1CN(C)S(C)(=O)=O | 0.3 | 2 |
| C[C@@H]1CN([C@@H](C)CO)C(=O)c2cc(NC(=O)c3ccccc3)ccc2O[C@@H](C)CCCCO[C@H]1CN(C)S(=O)(=O)c1ccc(Cl)cc1 | -0.3 | -84* |

The list continues:
SMILES | Tcruzi prolif | Pf Dd2 growth | KDM4C inh | C diff HTS
C[C@H]1CN([C@@H](C)CO)C(=O)c2cc(NC(=O)Nc3ccc(C(F)(F)F)cc3)ccc2O[C@@H]1CN(C)S(=O)(=O)c1ccc(F)cc1 | 55 | -18 | -3.6 | 16
C[C@H]1CN([C@@H](C)CO)C(=O)Cc2cc(NC(=O)Cn3cnnn3)ccc2O[C@H]1CN(C)C(=O)Nc1ccc(F)cc1 | 20 | 21 | -0.2 | .
COc1ccc(S(=O)(=O)Nc2ccc3c(c2)C(=O)N([C@@H](C)CO)C[C@H](C)[C@H](CN(C)S(=O)(=O)c2ccccc2)OCCCC[C@H](C)O3)cc1 | . | -40 | -1.2 | -20
O=C(Cc1ccccc1)N[C@H]1C=C[C@@H](CC(=O)N2CCCCC2)O[C@H]1CO | 52 | -7 | 1.6 | 1
C[C@@H]1CN([C@H](C)CO)C(=O)c2cc(-c3ccccc3F)cnc2O[C@@H]1CN(C)C(=O)C1CC1 | 17 | 2 | -0.9 | .
C[C@@H]1CN([C@@H](C)CO)C(=O)c2cc(NC(=O)CCCCCC(=O)Nc3ccccc3N)ccc2O[C@@H]1CN(C)C(=O)Nc1ccc2c(c1)OCO2 | . | -8 | 0.3 | -1
O=C(C[C@@H]1C[C@@H]2c3cc(NC(=O)C4CCOCC4)ccc3O[C@@H]2[C@@H](CO)O1)NCc1ccc2c(c1)OCO2 | 39 | 1 | -2.6 | .
C[C@H](O)C#Cc1cnc2c(c1)C(=O)N([C@@H](C)CO)C[C@@H](C)[C@H](CN(C)C(=O)CN(C)C)O2 | 3 | 33 | 15 | -5
C[C@H]1CCCCO[C@H](CN(C)S(=O)(=O)c2cn(C)cn2)[C@@H](C)CN([C@@H](C)CO)C(=O)c2cc(NC(=O)Nc3ccc4c(c3)OCO4)ccc2O1 | 11 | 0 | 1.3 | 0
CO[C@@H]1CN(C)C(=O)c2ccc(NC(=O)Nc3cccc(Cl)c3)cc2OC[C@H](C)NC[C@@H]1C | 14 | -26 | 13 | .
C[C@H](CO)N1C[C@H](C)[C@H](CN(C)Cc2ccc(C(F)(F)F)cc2)Oc2ccc(NS(=O)(=O)c3cccs3)cc2C1=O | 14 | 17 | -0.5 | 8
COCC(=O)Nc1ccc2c(c1)C(=O)N(C)C[C@@H](OC)[C@@H](C)CN(C(=O)Cc1ccccn1)[C@H](C)CO2 | -49 | 15 | 1.6 | .
COc1ccc(S(=O)(=O)N[C@H]2CC[C@H](CC(=O)NCCc3ccccc3)O[C@H]2CO)cc1 | . | 20 | 11 | 0
CO[C@H](CN(C)S(=O)(=O)c1ccccc1)[C@H](C)CN(C(=O)Nc1ccccc1F)[C@@H](C)CO | -1 | -16 | 1.8 | .
CO[C@@H]1CN(C)C(=O)c2ccc(NC(=O)C3CCC3)cc2OC[C@@H](C)NC[C@@H]1C | 9 | . | 1.4 | -3
Cc1noc(C)c1S(=O)(=O)Nc1ccc2c(c1)C(=O)N([C@H](C)CO)C[C@@H](C)[C@H](CN(C)Cc1ccccc1)OCCCC[C@@H](C)O2 | . | -57 | -0.5 | 0
O=C(Nc1ccccc1)N1CCCCN2[C@@H](CO)[C@@H](c3ccc(C#Cc4ccccc4)cc3)[C@@H]2C1 | 68 | -51 | -4.5 | 46
COc1ccc(CN(C)C[C@@H]2OCCCC[C@H](C)Oc3ccc(NS(=O)(=O)c4ccc(Cl)cc4)cc3C(=O)N([C@@H](C)CO)C[C@H]2C)cc1 | ? | -44 | -0.9 | 13
Cc1noc(C)c1S(=O)(=O)Nc1ccc2c(c1)C(=O)N([C@H](C)CO)C[C@@H](C)[C@@H](CN(C)C)O2 | -23 | 14 | -0.2 | 2

Bioassay records (PubChem BioAssay)
